G6PDH CS = L. mesenteroides G6PDH inhibition counter-screen; Purified L. mesenteroides G6PDH, diaphorase/resazurin coupled fluorescence, 45 min; AID 1020; inhibition, % at 5 µM; 0.12% of 200,000 active; in the data active means inhibition above about 50%
FLuc inhib CS = Photinus pyralis luciferase inhibition counter-screen | P08659 | inhibition, % at 10 µM | 1.5% of 200,000 active | ATPLite firefly luciferase biochemical luminescence, 10 min | AID 1006;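 active means inhibition above about 50% when tested at 10 µM, limit read from the data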
Target sequence (P08659 whole entry, looked up): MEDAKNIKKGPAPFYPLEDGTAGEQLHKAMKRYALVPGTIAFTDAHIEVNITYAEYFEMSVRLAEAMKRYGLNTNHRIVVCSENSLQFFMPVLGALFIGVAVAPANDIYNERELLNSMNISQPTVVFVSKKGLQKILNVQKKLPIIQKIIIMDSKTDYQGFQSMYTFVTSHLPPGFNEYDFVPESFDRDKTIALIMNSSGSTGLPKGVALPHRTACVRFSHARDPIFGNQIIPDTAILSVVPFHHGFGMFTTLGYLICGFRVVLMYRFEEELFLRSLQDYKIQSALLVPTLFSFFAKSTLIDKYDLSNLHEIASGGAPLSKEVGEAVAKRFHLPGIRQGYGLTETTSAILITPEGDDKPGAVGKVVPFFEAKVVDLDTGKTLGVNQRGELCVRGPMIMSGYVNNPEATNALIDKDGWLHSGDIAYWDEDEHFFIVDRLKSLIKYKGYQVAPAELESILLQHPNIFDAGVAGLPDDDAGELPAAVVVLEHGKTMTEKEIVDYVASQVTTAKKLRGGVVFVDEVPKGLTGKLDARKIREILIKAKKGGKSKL
STAT1 activator = activators of IFN-gamma induced STAT1 signaling. NIH 3T3 STAT1-luciferase reporter, luminescence; 100% = IFN-gamma alone, no compound. activation (% of control), % at 5.5 µM. 2.6% of 200,000 active. AID 932;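 active means activation above the screen-wide mean activation plus 3 SD, cut at about 130% in these data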;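 further: raw ratio to IFN-gamma control signal so 100% means no change and 0% no light; values of inactives mirror those of a sister screen read the other way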
Diaphorase inh = diaphorase inhibition or chemical oxidation counter-screen | 0.69% of 190,000 active | inhibition, % at 20 µM | diaphorase resazurin-to-resorufin fluorescence, NADH, 16 min; bacterial (C. kluyveri) enzyme, not human | AID 1217;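 active means primary screen inhibition at 20 µM above a set limit, cut at about 50% in these data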;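 further: plate controls were DMSO with full reaction for no effect and wells lacking NADH for full effect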
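Benchmarks: positive control wells lacking NADH, neutral wells with DMSO only. System: bacterial diaphorase enzyme (C. kluyveri). Input: 0.14 U/mL diaphorase, enzyme working solution. Detection: resorufin fluorescence, excitation 544 nm, emission 590 nm. Times: 16-min room-temperature incubation before reading.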
NF-kB neuron act = raises NF-kB expression in human neuronal cells | NF-kB reporter expression; stronger effect = higher value | fold change at 12.5 µM | 1.6% of 190,000 active; in the data active means fold change above about 3.3
Diaphorase act = activates diaphorase or chemically reduces, flagging diaphorase assay artifacts | Diaphorase/resazurin coupled assay, resorufin fluorescence, 16 min; stronger effect = higher value; 1 = vehicle wells, 0 = NADH-free wells | activation factor at 20 µM | 0.005% of 190,000 active | AID 1229;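 active means diaphorase activity raised at least twofold by the compound at 20 µM; inactive means activation factor below 2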
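Test system: Clostridium kluyveri diaphorase, purified enzyme. Buffer or medium: 50 mM HEPES pH 7.4 buffer plus MgCl2 and Tween 20. Also added: 0.114 mM NADH and 0.1 mM resazurin, final amounts. Dosing: compound 20 µM once, DMSO 1%. Schedule: 16 min enzyme reaction, ambient temperature. Detection: fluorescence of resorufin, 544 nm excitation, 590 nm emission.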
APP transl inh = APP translation inhibition; inhibition, % at 2 µM; SH-SY5Y APP 5'UTR-luciferase reporter, luminescence; 0.82% of 190,000 active; AID 1285;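 active means inhibition above a set limit, derived from the sample mean plus 3 SD, cut at about 45% in these data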; further: values of inactives mirror those of a sister screen read the other way
TLR4 MyD88 comp = blocks binding of human TLR4 to MyD88. HeLa CL3-4 TLR4/MyD88 BLA complementation, FRET ratio. inhibition, % at 8.4 µM. 0.18% of 200,000 active; in the data active means inhibition above about 25%;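 further: 0% = vehicle and 100% = reference inhibitor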
APP 5'UTR act = activates APP 5'UTR luciferase reporter; activation, % at 2 µM; 1% of 190,000 active; SH-SY5Y APP 5'UTR luciferase reporter, luminescence; zero percent = DMSO vehicle wells;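 active means activation above a set limit, based on mean plus 3 SD of controls, cut at about 140% in these data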; further: values of inactives mirror those of a sister screen read the other way
FLuc act counter = affects firefly luciferase, flagging false hits in luciferase stimulation screens; ATPlite luciferase biochemical, luminescence, 10 min; 0 = ATP-free wells, 1 = DMSO control; activation factor at 10 µM; 200,000 tested, under 10 active; AID 1027;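 active means luciferase activation factor, scaled between plate controls, of at least 2 with compound at 10 µM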
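Assay system: Luciferase/luciferin detection reagent, cell-free biochemical luciferase assay / Also added: ATP substrate / Schedule: 10 min at ambient temperature / Measured by: luminescence measurement of luciferase light output / Benchmarks: low control with PBS replacing ATP, high control enzyme plus ATP without compound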
* = called active by the depositor.

entry	Molecule	NF-kB neuron act	APP transl inh	TLR4 MyD88 comp	STAT1 activator	APP 5'UTR act	G6PDH CS	Diaphorase inh	Diaphorase act	FLuc act counter	FLuc inhib CS
1	COC(=O)c1sccc1NC(=O)c1ccc(Br)s1	1.4	-18	14	90	18	2	8	0.9	1	-4
2	COc1ccccc1C1CC(=O)NC(C)=C1C(=O)OC(C)C (stereo unspecified)	1	-18	11	104	18	10	16	0.8	1.1	-9
3	CNC(=O)c1ccccc1-c1cn(C)c2ccccc2c1=O	1	5	-3	100	-5	4	-1	1	1.1	-6
4	N#Cc1c(NC(=O)C2CC(c3ccccc3O)=NO2)sc2c1CCC2 (stereo unspecified)	1.4	-14	5	87	14	-12	15	0.8	1.1	-6
5	CCOC(=O)N1CCN(c2c(NCCCN3CCCCCC3)c(=O)c2=O)CC1	1.2	0	2	104	0	-2	4	1	1.1	-9
6	Cn1cc(CN(CCO)Cc2cccs2)c(-c2cccc(Cl)c2)n1	0.72	2	6	100	-2	23	12	0.9	1.1	-7
7	c1ccc(C(c2nnnn2C2CCCC2)N2CCN(c3nc4ccccc4s3)CC2)cc1 (stereo unspecified)	1.2	20	-13	88	-20	5	18	0.8	1.1	-7
8	Cc1ccc(C)c(-n2c(SCC(=O)NC(C(=O)O)C(C)C)nnc2-c2cccc(Cl)c2)c1 (stereo unspecified)	0.93	-2	-4	100	2	-2	5	1	1.1	-6
9	O=C(NN=C1CCCC1)c1cccs1	1.1	-88	-12	156*	88	10	8	0.9	1	-4
10	CCCCOc1ccc(NC(=O)CSCC(=O)OCC)cc1	1.2	-2	-4	104	2	-3	14	0.9	1	-3
11	O=C(CSc1ccc(F)cc1)NCCSc1ccccc1	1.5	-30	-6	101	30	6	14	0.9	1	0
12	Cc1nc2ccc(NC(=S)N3CCCC3)cc2nc1C	1.6	-2	-2	95	2	31	22	0.8	1	1
13	C/C(=N\OCC(=O)Nn1c(C)nc2ccccc2c1=O)c1ccccc1	1	10	0	95	-10	-3	14	0.9	1	4
14	Cc1ccccc1-c1nnc(SCC(=O)Nc2ccc(Cl)cc2)n1N	0.93	-2	-6	109	2	5	0	1	1.1	-6
15	COC(=O)c1c(C)[nH]c(C(=O)CSc2ncnc3sc(-c4ccccc4)cc23)c1C	1.2	2	-14	98	-2	-11	4	1	1.1	-6
16	O=C(c1ccc(COc2ccc(Br)cc2)o1)N1N=C(C(F)F)CC1(O)C(F)F (stereo unspecified)	1.1	6	2	100	-6	8	20	0.8	1	-4
17	Cc1cc(C)c2c(c1)SC1=NC(c3ccccc3)(C(F)(F)F)NC(=O)N12 (stereo unspecified)	1.4	-20	-11	103	20	8	5	1	1.1	-5
18	COc1ccc(C(=O)/C=C(/C)N(C)C)cc1	1	-5	-8	104	5	12	9	0.9	1.1	-6
19	NS(=O)(=O)c1ccc(CCNC(=O)c2ccc(C#CC3(O)CCCCC3)cc2)cc1	0.32	-1	-14	52	1	8	15	0.9	1	-1
20	CC1(C)C(C=C(Cl)Cl)C1C(=O)N(Cc1cccc(Cl)c1)C1CCS(=O)(=O)C1 (stereo unspecified)	1.2	6	-20	97	-6	6	18	0.8	1.1	-6
21	O=C(O)CCC(=O)N(Cc1cccs1)Cc1cccs1	1.1	19	1	98	-19	-2	11	0.9	1	-1
22	O=C(CC1c2ccccc2Oc2ccccc21)Nc1ccccc1C(F)(F)F	0.91	-1	-9	96	1	10	9	0.9	1	-2
23	Cc1cc(C)nc(Oc2ccc([N+](=O)[O-])cc2)n1	1.3	6	-2	111	-6	6	-10	1.1	1	0
24	Nc1nnc(SCn2nnc3ccccc3c2=O)s1	1.6	-10	6	114	10	8	2	1	1	3
25	Cc1cc(C)c(NC(=O)CS(=O)CC(=O)Nc2cccnc2)c(C)c1 (stereo unspecified)	0.92	2	-7	101	-2	14	2	1	1	3
26	Cc1ccccc1-n1c(SCC(=O)N2CCCC2)nnc1-c1ccccn1	0.96	10	-8	99	-10	16	9	0.9	1	-1
27	Cc1cc2nc(-c3ccc(SCC(=O)Nc4ccc5c(c4)OCCO5)nc3)[nH]c2cc1C	1.4	-180	9	100	180*	3	-18	1.2	0.2	81*
28	Cn1c(-c2ccccc2)cnc1SCC(=O)N1CCCCC1	1.9	-108	3	80	108	-1	19	0.8	0.6	41
29	O=C(NC(c1ccccc1)C(Cl)(Cl)Cl)c1ccccc1 (stereo unspecified)	0.99	-6	-6	99	6	-4	11	0.9	1.1	-5
30	O=c1oc(-c2ccccc2NS(=O)(=O)c2ccc3ccccc3c2)nc2ccccc12	1.3	-14	-22	98	14	-13	26	0.7	1	-4
31	CCOc1cc(/C=N/NC(=O)c2cccs2)cc([N+](=O)[O-])c1O	0.92	-70	0	129*	70	4	37	0.6	0.9	5
32	Cc1cc(=O)[nH]c(-n2ncc(C#N)c2N)n1	1.1	-16	4	111	16	11	14	0.9	1.1	-7
33	O=C(/C=C/c1ccc2c(c1)OCO2)NCCCN1CCOCC1	1.3	27	-11	108	-27	5	-4	1	1	-4
34	CCN1CCc2c(OCC(=O)Nc3ccc4c(c3)OCCO4)cccc2C1=O	1	6	-7	91	-6	5	5	1	1	-2
35	CC(=O)Nc1ccc(Oc2cnc3ccccc3n2)cc1	0.95	6	-5	96	-6	-1	17	0.8	1	-3
36	Cc1ccccc1-c1cc(C(=O)n2cccn2)c2cc(Cl)ccc2n1	2.4	4	11	91	-4	-1	8	0.9	1.1	-5
37	CCCC(=O)Nc1ccc(Cl)c(NC(=O)c2ccco2)c1	1.2	-35	-6	105	35	2	13	0.9	1	-2
38	O=C(Nc1ccc(N2CCN(C(=O)c3cccs3)CC2)cc1)c1cccnc1	1.1	11	-4	98	-11	6	-13	1.1	1	-4
39	CC[C@H](C)[C@@H]1NC(=O)c2cc([N+](=O)[O-])cc(F)c2OCC[C@@H](C(N)=O)NC(=O)[C@H](CCCCN)NC1=O	1	-12	-1	104	12	13	21	0.8	1	-2
40	CCOC(=O)c1cccc(NC(=O)CN(C)S(=O)(=O)c2cnc[nH]2)c1	0.93	-4	-11	104	4	8	13	0.9	1	-3
41	Cc1c(C(=O)O)oc2ccc(S(=O)(=O)NC3CCCCCCC3)cc12	1.2	2	5	105	-2	3	12	0.9	1	-5
42	Cc1cccc(NC(c2ccc(C)s2)c2ccc3ccc(C)nc3c2O)n1 (stereo unspecified)	1.8	15	4	91	-15	2	8	0.9	1.1	-7
43	CCOc1ccc(CNC(=O)CCCOc2cc(=O)n(C)c3ccccc23)cc1	1.4	6	-8	94	-7	-3	5	0.9	1	-3
44	COc1cccc2cc(C(=O)N3CCN(c4ccc(C)cc4C)CC3)c(=O)oc12	1.2	-9	-7	91	9	-6	7	0.9	1	4
45	Cc1cccc(NS(=O)(=O)c2ccc3c(c2)Cc2cc(S(=O)(=O)Nc4cccc(C)c4C)ccc2-3)c1C	0.88	10	-6	92	-10	1	4	1	1	-2
46	COc1ccc(N2C(=O)CC(Sc3nc4ccccc4s3)C2=O)cc1OC (stereo unspecified)	0.93	7	-13	101	-7	8	24	0.8	1.1	-6
47	COc1cccc(CN2CCN(Cc3nc4c(s3)CCCC4)CC2CCO)c1 (stereo unspecified)	0.81	-26	0	94	26	10	12	0.9	1	-5
48	COc1ccccc1C(=O)Nc1ccc(N2CCN(Cc3ccccc3)CC2)cc1	0.94	4	17	114	-4	-61	16	0.8	1.1	-6
49	C[C@@H](C(=O)NCC1CC1)[C@H]1C[C@]1(C)[C@H](NC(=O)OCc1ccccc1)c1ccccc1	0.86	-11	4	88	11	17	12	0.9	1	-2
50	O=C(Nc1ccccc1)C1CCCN(C(=O)c2ccc(Cl)cc2)C1 (stereo unspecified)	1.1	-17	-10	104	17	0	6	0.9	1	-2

Continued.
entry	Molecule	NF-kB neuron act	APP transl inh	TLR4 MyD88 comp	STAT1 activator	APP 5'UTR act	G6PDH CS	Diaphorase inh	Diaphorase act	FLuc act counter	FLuc inhib CS
51	Cn1c(SCC(=O)Nc2cccc3ccccc23)nc(O)cc1=O	1.1	1	7	92	-1	8	24	0.8	1	-4
52	O=C(CCC(=O)OCC(=O)c1ccc(F)cc1)NC1CCCCC1	1.4	-13	-12	99	13	6	2	1	1.1	-7
53	COC(=O)c1ccc(N=C2S/C(=C\c3cc(C)n(-c4cccnc4)c3C)C(=O)N2C)cc1	0.66	10	7	93	-10	4	10	0.9	1.1	-9
54	CCn1c2ccccc2c2nc3cc(OC)c(OC)cc3nc21	0.44	-2	13	112	2	4	29	0.7	0.9	11
55	O=C(Nc1ccc2c(c1)OCO2)c1c(Cl)nc2sccn12	1.1	-32	0	131*	32	5	2	1	0.9	6

Grouped by structure, the entries above containing an aryl thioether with sulfur outside any ring (10)
entry	Molecule	NF-kB neuron act	APP transl inh	TLR4 MyD88 comp	STAT1 activator	APP 5'UTR act	G6PDH CS	Diaphorase inh	Diaphorase act	FLuc act counter	FLuc inhib CS
8	Cc1ccc(C)c(-n2c(SCC(=O)NC(C(=O)O)C(C)C)nnc2-c2cccc(Cl)c2)c1 (stereo unspecified)	0.93	-2	-4	100	2	-2	5	1	1.1	-6
11	O=C(CSc1ccc(F)cc1)NCCSc1ccccc1	1.5	-30	-6	101	30	6	14	0.9	1	0
14	Cc1ccccc1-c1nnc(SCC(=O)Nc2ccc(Cl)cc2)n1N	0.93	-2	-6	109	2	5	0	1	1.1	-6
15	COC(=O)c1c(C)[nH]c(C(=O)CSc2ncnc3sc(-c4ccccc4)cc23)c1C	1.2	2	-14	98	-2	-11	4	1	1.1	-6
24	Nc1nnc(SCn2nnc3ccccc3c2=O)s1	1.6	-10	6	114	10	8	2	1	1	3
26	Cc1ccccc1-n1c(SCC(=O)N2CCCC2)nnc1-c1ccccn1	0.96	10	-8	99	-10	16	9	0.9	1	-1
27	Cc1cc2nc(-c3ccc(SCC(=O)Nc4ccc5c(c4)OCCO5)nc3)[nH]c2cc1C	1.4	-180	9	100	180*	3	-18	1.2	0.2	81*
28	Cn1c(-c2ccccc2)cnc1SCC(=O)N1CCCCC1	1.9	-108	3	80	108	-1	19	0.8	0.6	41
46	COc1ccc(N2C(=O)CC(Sc3nc4ccccc4s3)C2=O)cc1OC (stereo unspecified)	0.93	7	-13	101	-7	8	24	0.8	1.1	-6
51	Cn1c(SCC(=O)Nc2cccc3ccccc23)nc(O)cc1=O	1.1	1	7	92	-1	8	24	0.8	1	-4
